Tb PFK block: T. brucei PFK enzyme inhibition; O15648; T. brucei PFK, ADP-Glo luminescence; Potency, µM (series often up to 57.5 µM), for inactives: at the highest dose activity, negative = inhibition, usual class: inhibitors; 330,000 compounds, 0.17% hits;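 note: potency is the fitted concentration of half-maximal effect; 0% = uninhibited 1x PFK enzyme wells and -100% = no-enzyme wells; nearly all actives have a fitted effect of over 60% in size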
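PFK 1.25 nM, F6P 0.5 mM, ATP 0.1 mM, 0.1 M TEA pH 8.0, 5 mM MgCl2, 0.01% Tween20, 0.1% BSA; 45 min RT. ADP-Glo readout. qHTS titration up to 57 uM; curves fitted, compounds curve-classed.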
Mito fusion yeast: inhibitors of mitochondrial division or activators of mitochondrial fusion. AID 485298. S. cerevisiae fusion-defective mutant growth rescue, CellTiterGlo 48 h. Potency, µM (top dose mostly 46.1 µM), inactives show at the highest dose growth rescue (activation), hits mostly activators. 320,000 compounds, 0.23% hits;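 note: potency is the fitted concentration of half-maximal effect; % of control where 0% means no effect; nearly all actives have a fitted effect of over 45% in size; temperature-sensitive fusion mutants such as fzo1-1 at 37 °C on non-fermentable ethanol glycerol medium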
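Luminescent cell viability in 1536-well qHTS format served as the measure of rescued growth in ts fusion-mutant S. cerevisiae cultured on non-fermentable YPEG for 48 hours at 37C.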
B2AR arrestin: recruits beta-arrestin to the human beta2-adrenergic receptor. P07550. beta-arrestin recruitment to beta2AR, cell-based reporter. Potency, µM (series often up to 46.1 µM), without a hit: at the top dose activation, usual class: activators. 330,000 compounds, 0.02% hits. AID 492947;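 note: potency is the fitted concentration of half-maximal effect; 0% = DMSO controls and full agonism = EC100 isoproterenol or metaproterenol; nearly all actives have a fitted effect of over 65% in size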
TCR act: activates T cell receptor signaling | primary human leukocytes, anti-CD3, IL-2 HTRF, 48 h | Potency, µM (doses to about 9.22 µM), inactives show at the highest dose activation of IL-2 secretion, actives largely listed as activators | 330,000 tested, under 10 active; note: % of control where 0% means no effect
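IL-2 produced over 48 hr by a-CD3 bead-stimulated primary human leukocytes exposed to compounds was detected with a homogeneous time-resolved FRET immunoassay, 665nm acceptor signal after 320nm excitation.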
TSHR antagonist: blocks TSH signaling through the human TSH receptor; P16473; TSHR-expressing cells, TSH-stimulated cAMP HTRF, 2 h; stronger effect = lower value; activity change, negative = inhibition, % at 11.5 µM; 330,000 compounds, 0.2% hits;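 active = activity change below a set negative limit, meaning inhibition stronger than a set level, cut at about -70% in these data; inconclusive = activity change between two set negative limits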; note: % is set by controls: 0 for no effect and ±100 for the full control effect
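Competitive HTRF cAMP read-out (cryptate anti-cAMP antibody, cAMP-d2; 30 min, room temperature) in freshly harvested TSHR cells. Compounds added before TSH at EC80 (4nM final), followed by 2 hours' incubation at 37 deg C.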
uPA generation: inhibitors of cell surface uPA generation. Potency, µM (highest dose often 38.3 µM), for the others: at the top dose activity change, negative = inhibition, most hits filed as inhibitors. AID 540303. 330,000 compounds, 0.31% hits. cell surface uPA generation assay, qHTS; active = well fitted inhibition curve with a large enough effect; inconclusive = small, poorly fitted or top-dose-only effect; inactive = no such curve, though single readings can be large or run the other way; tested in mouse RAW 264.7 cells; note: potency is the fitted concentration of half-maximal effect; % is set by controls: 0 for no effect and ±100 for the full control effect; nearly all actives have a fitted effect of over 55% in size
BCR signal inh: inhibitors of chronic active B-cell receptor signaling; AID 493014; ABC-DLBCL IkBa-CBG/CBR reporter, luminescence ratio, 4 h; 340,000 compounds, 0.05% hits; Potency, µM (highest dose often 46.1 µM), without a hit: top-dose ratio change, negative = lower green/red ratio, hits mostly inhibitors; active = well fitted inhibition curve with a large enough effect in the signal ratio, with a control signal flat, not every such curve was filed as active; inconclusive = small, poorly fitted or top-dose-only effect, or effect the other way, or a change in a side signal; the % refers to the signal ratio;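 note: potency is the fitted concentration of half-maximal effect; plate controls were basal doxycycline-induced cells for no effect and cells given 10 µM MG132 for full effect; MG132 reads +100%, hits lower the ratio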
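Cell line TMD8 (human ABC DLBCL), stably expressing tet-inducible CBG68-IkBa fusion and CBR; IMDM/0.5% FBS; cpd up to 46 uM; dox induction, 4 h, 37C/5% CO2; dual luminescence; green/red ratio; MG132 control.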
Eya2 phos inh: Eya2 (human) phosphatase inhibition; O00167; recombinant Eya2, OMFP fluorescence dephosphorylation (OMFP is methylfluorescein phosphate); Potency, µM (top dose mostly 76.9 µM), for inactives: at the top dose activity, negative = inhibition, hits mostly inhibitors; 330,000 compounds, 0.006% hits; note: potency is the fitted concentration of half-maximal effect; % is set by controls: 0 for no effect and ±100 for the full control effect
Target sequence (O00167 whole entry, looked up): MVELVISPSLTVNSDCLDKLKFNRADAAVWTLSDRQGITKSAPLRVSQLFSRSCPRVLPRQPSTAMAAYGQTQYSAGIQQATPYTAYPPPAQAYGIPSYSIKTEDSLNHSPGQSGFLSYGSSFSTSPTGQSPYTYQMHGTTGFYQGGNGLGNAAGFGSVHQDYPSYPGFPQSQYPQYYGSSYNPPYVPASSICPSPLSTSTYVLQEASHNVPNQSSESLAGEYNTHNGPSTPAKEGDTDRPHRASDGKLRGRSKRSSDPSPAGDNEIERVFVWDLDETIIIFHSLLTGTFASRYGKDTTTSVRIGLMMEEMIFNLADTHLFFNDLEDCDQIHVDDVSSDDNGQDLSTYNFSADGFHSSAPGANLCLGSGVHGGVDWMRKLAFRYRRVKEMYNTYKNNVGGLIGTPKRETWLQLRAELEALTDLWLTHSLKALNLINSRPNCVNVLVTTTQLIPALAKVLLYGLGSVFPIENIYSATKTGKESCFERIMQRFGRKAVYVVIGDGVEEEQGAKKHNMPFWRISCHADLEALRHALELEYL
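Eya2 protein (added as 0.2 uM solution) was preincubated with compound for 10 min at ambient temperature in 50 mM HEPES pH 7.5, 50 mM NaCl, 5 uM MgCl2, 0.05% BSA, 1 mM DTT. OMFP (added at 50 uM) then reacted 10 min; fluorescence read at 485/525 nm.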
PTAP TSG101 blk: blocks PTAP/TSG101 interaction to inhibit HIV-1 budding | Fluorescence polarization, FITC-PTAP peptide / Tsg101 binding | Potency, µM (doses to about 115 µM), inactives show at the highest dose activity change, negative = inhibition, actives largely listed as inhibitors | 340,000 tested, under 10 active | AID 493005; active = well fitted inhibition curve with a large enough effect in the main read-out, with a control signal flat, not every such curve was filed as active; inconclusive = small, poorly fitted or top-dose-only effect, or effect the other way, or a change in a side signal; inactive = no such curve, though single readings can be large or run the other way; note: potency is the fitted concentration of half-maximal effect; % of control where 0% means no effect
Target sequence (Q99816 whole entry, looked up): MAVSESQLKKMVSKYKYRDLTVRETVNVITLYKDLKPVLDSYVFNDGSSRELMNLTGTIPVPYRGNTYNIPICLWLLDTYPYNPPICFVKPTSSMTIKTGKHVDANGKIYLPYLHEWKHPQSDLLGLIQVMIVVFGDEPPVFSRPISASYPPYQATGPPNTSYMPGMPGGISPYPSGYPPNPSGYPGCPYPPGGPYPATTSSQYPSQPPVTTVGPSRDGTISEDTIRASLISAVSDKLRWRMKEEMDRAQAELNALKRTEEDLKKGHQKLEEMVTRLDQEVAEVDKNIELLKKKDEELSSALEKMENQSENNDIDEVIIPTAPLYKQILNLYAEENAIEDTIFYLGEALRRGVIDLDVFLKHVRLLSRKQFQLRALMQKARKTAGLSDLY
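Fluorescence anisotropy tracks displacement of a FITC-tagged PTAP peptide (50 nM) from the Tsg101 binding domain (10 uM), following a 20 min room-temperature incubation at pH 7.5.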
USP2a block: USP2a (human) protease inhibition. 330,000 compounds, 0.01% hits. O75604. Potency, µM (series often up to 38.3 µM), for inactives: at the top dose activity change, negative = inhibition, most hits filed as inhibitors. USP2 core, Ub-CHOP2 coupled fluorogenic reporter, 485/531;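 note: potency is the fitted concentration of half-maximal effect; plate controls were DMSO wells for no effect and full inhibition by NEM control for full effect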
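USP2 core (10nM final) preincubated 30min RT with compound in 20mM Tris-HCl pH 8.0, 2mM CaCl2, 2mM beta-mercaptoethanol, 0.05% CHAPS; 25nM Ub-CHOP2 plus 25nM reporter substrate added, fluorescence (Ex485/Em531) read after 60min.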
ELG1 DNA repair: ELG1-dependent DNA repair inhibition; Potency, µM (doses to about 46.1 µM), inactives show top-dose activity change, negative = inhibition, most hits filed as inhibitors; HEK293T ELG1-luciferase reporter, luminescence, 16 h; DNA damage induced by 5-fluorouridine; 330,000 compounds, 2.3% hits; note: potency is the fitted concentration of half-maximal effect; % is set by controls: 0 for no effect and ±100 for the full control effect; nearly all actives have a fitted effect of over 55% in size
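DMSO vehicle served as the neutral condition. Each well held 2,000 cells given 5-fluorouridine plus compound; after 16 hr at 37 °C/5% CO2, ONE-Glo was added and luciferase measured 30 min later.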
The depositor's hits bear a star; [ ] = dose if it differs, or a comment. Unless noted, calls come from the whole dose curve; as a rule, active = well fitted curve in the direction sought with a large enough effect; inconclusive = small, poorly fitted or top-dose-only effect, or another doubt; inactive = no such curve, though single readings can be large; an effect the other way counts as inactive or inconclusive. Random draw from the library; about 3% have a hit in one of these screens.

For Cc1ccc(NS(=O)(=O)c2ccc(OCC(=O)Nc3cccc([N+](=O)[O-])c3)c(C)c2)cc1 the results were Tb PFK block 0%, Mito fusion yeast 11%, B2AR arrestin 2.5%, TCR act 8%, TSHR antagonist -9, BCR signal inh inconclusive, Eya2 phos inh 1%, PTAP TSG101 blk -4%, USP2a block -1% and ELG1 DNA repair inconclusive.
COc1ccc(/C(C)=N/Nc2ncc(Cl)cc2Cl)c(O)c1 was read as Tb PFK block 1%, Mito fusion yeast 1%, B2AR arrestin 2.3%, TCR act 1%[46.1 µM], TSHR antagonist 17, uPA generation 2%, BCR signal inh inconclusive, Eya2 phos inh -5%, PTAP TSG101 blk -1%, USP2a block 0% and ELG1 DNA repair 16%.
Screening O=C(NCC(=O)N1CCc2ccccc2C1)c1ccc(Cl)cc1Cl returned Tb PFK block 1%, Mito fusion yeast 5%, B2AR arrestin 0.1%, TCR act -7%, TSHR antagonist 4, uPA generation -3%, BCR signal inh -10%, Eya2 phos inh -5%, PTAP TSG101 blk 1%, USP2a block 2% and ELG1 DNA repair 18%.
Screening O=C(NC(=O)c1ccccc1)NC(=O)c1ccccc1 returned Tb PFK block 0%, Mito fusion yeast -4%, B2AR arrestin 6.1%, TCR act 6%, TSHR antagonist 0, uPA generation 12%, BCR signal inh inconclusive, Eya2 phos inh 8%, PTAP TSG101 blk -4%, USP2a block 4% and ELG1 DNA repair 16%.
`CC(NC(=O)CSc1nc2ccccc2c(=O)[nH]1)c1ccccc1` (configuration not stated) gave Tb PFK block 10%, Mito fusion yeast -3%, B2AR arrestin -0.6%, TCR act 3%[46.1 µM], TSHR antagonist 12, uPA generation -3%, BCR signal inh -8%, Eya2 phos inh 0%, PTAP TSG101 blk -3%, USP2a block -1% and ELG1 DNA repair 19%.
For O=c1c2sccc2nc(SCc2cc(=O)n3ccccc3n2)n1-c1ccc(Br)cc1 the results were Tb PFK block -3%, Mito fusion yeast inconclusive, B2AR arrestin -0.5%, TCR act -3%[46.1 µM], TSHR antagonist -2, uPA generation 1%, BCR signal inh inconclusive, Eya2 phos inh -1%, PTAP TSG101 blk -2%, USP2a block 1% and ELG1 DNA repair inconclusive.
Cc1cc(C)cc(OCC(=O)OCC(=O)N2CC(=O)Nc3ccccc32)c1 was read as Tb PFK block 2%, Mito fusion yeast -3%, B2AR arrestin -0.6%, TCR act -2%, TSHR antagonist -6, uPA generation 4%, BCR signal inh -6%, Eya2 phos inh -10%, PTAP TSG101 blk -5%, USP2a block -1% and ELG1 DNA repair 0%.
CCC(CC)C(=O)Nc1ccc(C(=O)Nc2cc(C)on2)cc1 was read as Tb PFK block -5%, Mito fusion yeast -1%, B2AR arrestin 0.3%, TCR act 4%, TSHR antagonist -3, uPA generation 5%, BCR signal inh inconclusive, Eya2 phos inh 2%, PTAP TSG101 blk -6%, USP2a block 3% and ELG1 DNA repair 5%.
For COc1cc2c(cc1OC)CN(C(=S)NC(=O)c1ccccc1)CC2 the results were Tb PFK block 6%, Mito fusion yeast -2%, B2AR arrestin -0.1%, TCR act 5%, TSHR antagonist -50, uPA generation -3%, BCR signal inh 1%, Eya2 phos inh -7%, PTAP TSG101 blk 0%, USP2a block 3% and ELG1 DNA repair inconclusive.
Screening O=C(O)CSCCOc1ccc(OCCSCC(=O)O)cc1 returned Tb PFK block -1%, Mito fusion yeast 1%, B2AR arrestin -0.8%, TCR act 1%[46.1 µM], TSHR antagonist -2, uPA generation 4%, BCR signal inh 6%, Eya2 phos inh 7%, PTAP TSG101 blk -2%, USP2a block -3% and ELG1 DNA repair -5%.
CC(C)(C)OC(=O)N[C@H](/C=C/c1ccccc1)C(=O)OC(C)(C)C was read as Tb PFK block 3%, Mito fusion yeast 1%, B2AR arrestin 0.1%, TCR act 9%, TSHR antagonist 18, uPA generation 3%, BCR signal inh inconclusive, Eya2 phos inh -9%, PTAP TSG101 blk -10%, USP2a block -1% and ELG1 DNA repair 15%.
For CCN(CC)c1nc2ccccc2[nH]1 the results were Tb PFK block 1%, Mito fusion yeast -1%, B2AR arrestin -0.3%, TCR act -4%, TSHR antagonist -18, uPA generation -7%, BCR signal inh 3%, Eya2 phos inh 13%, PTAP TSG101 blk -5%, USP2a block -1% and ELG1 DNA repair -1%.
C[C@H](NC(=O)C1CCN(S(=O)(=O)c2ccccc2)CC1)C(=O)NCc1cccc(Cl)c1 was read as Tb PFK block 2%, Mito fusion yeast 0%, B2AR arrestin -0.4%, TCR act -2%, TSHR antagonist -34, uPA generation 2%, BCR signal inh 3%, Eya2 phos inh -1%, PTAP TSG101 blk -5%, USP2a block 1% and ELG1 DNA repair 0%.
For O=C(Nc1cccc2ccccc12)c1cc2c(cc1Br)OCO2 the results were Tb PFK block -3%, Mito fusion yeast 1%, B2AR arrestin -0.1%, TCR act 1%, TSHR antagonist -15, uPA generation 7%, BCR signal inh 11µM*, Eya2 phos inh -9%, PTAP TSG101 blk -1%, USP2a block 3% and ELG1 DNA repair 0%.
Screening O=C(c1cn(CC2CCCCC2)nn1)N1CCN(c2ccc(F)cc2)CC1 returned Tb PFK block -4%, Mito fusion yeast 0%, B2AR arrestin 0.1%, TCR act 9%, TSHR antagonist -18, uPA generation 5%, BCR signal inh -20%, Eya2 phos inh -4%, PTAP TSG101 blk 3%, USP2a block 1% and ELG1 DNA repair -1%.
Screening Cc1cccn2c(CN3CCCC(c4ccccc4)C3)c(C(=O)N3CCOCC3)nc12 (configuration not stated) returned Tb PFK block 3%, Mito fusion yeast -5%, B2AR arrestin -0.4%, TCR act 4%, TSHR antagonist -2, uPA generation 5%, BCR signal inh -13%, Eya2 phos inh -5%, PTAP TSG101 blk -6%, USP2a block 1% and ELG1 DNA repair inconclusive.
`O=S(=O)(NCCOC12CC3CC(CC(C3)C1)C2)c1cccc2nsnc12` gave Tb PFK block -2%, Mito fusion yeast 11%, B2AR arrestin -0.1%, TCR act 16%, TSHR antagonist -6, uPA generation -1%, BCR signal inh 1%, Eya2 phos inh -4%, PTAP TSG101 blk -7%, USP2a block 0% and ELG1 DNA repair -29%.
O=[N+]([O-])c1cc(-c2nnc(Nc3ccccc3)c3ccccc23)ccc1N1CCOCC1 was read as Tb PFK block -14%, Mito fusion yeast 21%, B2AR arrestin -0.7%, TCR act -5%[46.1 µM], TSHR antagonist -5, uPA generation inconclusive, BCR signal inh 7%, Eya2 phos inh 1%, PTAP TSG101 blk 0%, USP2a block inconclusive and ELG1 DNA repair 18µM*.
Screening COc1ccc(CCC(=O)O)c(O)c1 returned Tb PFK block -14%, Mito fusion yeast 6%, B2AR arrestin -0.2%, TCR act -5%, TSHR antagonist -1, uPA generation 1%, BCR signal inh -2%, Eya2 phos inh 9%, PTAP TSG101 blk 0%, USP2a block -1% and ELG1 DNA repair 1%.
`O=C(O)CS(=O)(=O)CC(=O)NCc1cccc(C(F)(F)F)c1` gave Tb PFK block 0%, Mito fusion yeast -2%, B2AR arrestin -0.8%, TCR act -5%, TSHR antagonist 5, uPA generation 3%, BCR signal inh 6%, Eya2 phos inh -8%, PTAP TSG101 blk 0%, USP2a block 2% and ELG1 DNA repair 11%.
Screening CCCCN(C(=O)CCCSc1nc2ccccc2[nH]1)c1c(N)n(Cc2ccccc2)c(=O)[nH]c1=O returned Tb PFK block -1%, Mito fusion yeast -3%, B2AR arrestin 4.8%, TCR act 3%, TSHR antagonist 12, uPA generation -1%, BCR signal inh 3%, Eya2 phos inh -8%, PTAP TSG101 blk -1%, USP2a block -2% and ELG1 DNA repair -2%.
CCOCCCNC(=O)c1ccc(N2CC3CC(C2)c2cccc(=O)n2C3)c(NC(=O)Nc2cccc(OC)c2)c1 (configuration not stated) was read as Tb PFK block -1%, Mito fusion yeast 30%, B2AR arrestin 2.3%, TCR act -1%, TSHR antagonist -16, uPA generation 6%, BCR signal inh 9%, Eya2 phos inh 10%, PTAP TSG101 blk -3%, USP2a block -1% and ELG1 DNA repair inconclusive.
For COc1ccc(N(C(=O)c2ccncc2)S(=O)(=O)c2ccc(Cl)cc2)cc1 the results were Tb PFK block 6%, Mito fusion yeast -9%, B2AR arrestin -0.9%, TCR act -3%, TSHR antagonist 17, uPA generation -11%, BCR signal inh inconclusive, Eya2 phos inh 1%, PTAP TSG101 blk 0%, USP2a block 4% and ELG1 DNA repair 12%.
